mouse EphA4 binding: inhibitors of EphA4 binding to KYL peptide, primary screen, biochemical, colorimetric, mouse EphA4 (AID 689). inhibition, % at 10 µM; hits with a dose series show IC50 in µM. hit rate 0.1% among 62,000. EphA4-AP binding to KYL peptide, pNPP A405; higher % means a stronger effect. Ephrin type-A receptor 4 (Mus musculus); in the data active means a potency from the dose series; inactive means the rest, 99 in 100 with inhibition below about 22%
* marks the source's active call; other numbers are inactive results; & = joins results of further samples. Only part of the results is shown; the hit share may differ from the screen's.

| molecule | mouse EphA4 binding |
| --- | --- |
| Cc1nc2ccc(NC(=O)c3ccc(F)c(S(=O)(=O)N4CCOCC4)c3)cc2s1 | 11% |
| Cc1cc[n+](-c2nc3ccccc3nc2C(=C=[N-])C#N)cc1 | -9% |
| O=C(Nc1nccs1)c1cc2sccc2n1Cc1ccc(Cl)cc1 | -30% |
| CCn1nnc(NC(=O)c2cccnc2Cl)n1 | -1% |
| COc1ccc([N+](=O)[O-])cc1COc1ccc2c(-c3ccccc3)cc(=O)oc2c1 | -11% |
| Cc1ccccc1-c1nc(-c2ccc(NC(=O)c3cccs3)cc2)no1 | -11% |
| Cc1ccc2oc(=O)c3cnn(CC(=O)NCCc4ccsc4)c3c2c1 | 2% |
| CCc1ccccc1-n1cnc2cc(C(=O)O)ccc21 | 4% |
| CN(CC(=O)NC(c1ccccc1)c1ccccc1)Cc1nc2ccccc2c(=O)[nH]1 | 2% |
| CCCCCn1c(=O)[nH]c2cc(C(=O)NCc3ccc4c(c3)OCO4)ccc2c1=O | -8% |
| O=C(Nc1ccccc1)/C(=C\c1ccncc1)NC(=O)c1ccccc1 | -1% |
| CCCCCc1c(C)nc(Nc2nc(C)c3cc(OC)ccc3n2)[nH]c1=O | -14% |
| Cc1ccc(P(=O)(O)c2ccc(C)cc2)cc1 | -3% |
| COc1ccc(-c2c(C)oc3c(CN4CCN(CCO)CC4)c(O)ccc3c2=O)cc1OC | -6% |
| Nc1nc2c(s1)-c1ccccc1CC2 | 3% |
| CCCn1c(SCC(=O)Nc2sc(C)c(C)c2C(=O)OCC)nc2c1c(=O)n(C)c(=O)n2C | -2% |
| CCOc1cc2[nH]c(=O)n(Cc3cccc(OC)c3)c(=O)c2cc1OCC | 1% |
| CCOC(=O)c1nc2nc(C)cc(=O)n2[nH]1 | -10% |
| O=C(NCCc1csc(-c2cccnc2)n1)c1ccco1 | 0% |
| O=C(NC1CCCCCC1)C1CCN(S(=O)(=O)c2ccc(F)cc2)CC1 | -14% |
| Cc1cc(C)c(C#N)c(SCS(=O)Cc2ccccc2)n1 (configuration not stated) | -6% |
| CC1CCN(C(=O)c2ccc(I)cc2)CC1 | -3% |
| O=C(CCSc1nnc(-c2ccco2)o1)Nc1ccc(Cl)cc1 | -29% |
| Cc1ccc2nc(NC(=S)NC(=O)c3ccco3)sc2c1 | -8% |
| Cc1ccc(C)c(S(=O)(=O)N2CCN(C(=O)c3cnccn3)CC2)c1 | -4% |
| O=C(CN1C(=O)C2C3C=CC(C3)C2C1=O)NCCN1CCCc2ccccc21 (configuration not stated) | 8% |
| O=C(CCn1c(=O)oc2ccccc21)N1CCOCC1 | 4% |
| CC1CCN(S(=O)(=O)c2ccc3c(c2)c(=O)c(C(=O)N2CCCCC2)cn3C)CC1 | 4% |
| O=C(NC(NC(=S)Nc1cc(Cl)ccc1Cl)C(Cl)(Cl)Cl)c1ccco1 (configuration not stated) | -1% |
| CC(C)(C)C(=O)Cn1c(NCCCO)nc2ccccc21 | 0% |
| O=C(Nc1c(-c2ccccc2)nc2ccc(Cl)cn12)c1ccco1 | -12% |
| Cc1cc(C(=O)N2CCN(c3cccc(Cl)c3)CC2)c(C)o1 | -6% |
| CN(Cc1nc2ccccc2c(=O)[nH]1)C(=O)c1ccc(S(=O)(=O)N(C)C)cc1 | -8% |
| CCCn1nnc(NC(=O)c2cccc(Cl)c2)n1 | -8% |
| CCc1cc(C(=O)OC)c(NC(=O)C2CC(=O)NN2Cc2ccccc2)s1 (configuration not stated) | 5% |
| Cc1ccc2oc(-c3cccc(NC(=O)Cc4cccs4)c3)nc2c1 | -5% |

Reformatted with each value named: entries from further up
CN(Cc1nc2ccccc2c(=O)[nH]1)C(=O)c1ccc(S(=O)(=O)N(C)C)cc1
  mouse EphA4 binding = -8%

CCCn1nnc(NC(=O)c2cccc(Cl)c2)n1
  mouse EphA4 binding = -8%

CCc1cc(C(=O)OC)c(NC(=O)C2CC(=O)NN2Cc2ccccc2)s1 (configuration not stated)
  mouse EphA4 binding = 5%

Cc1ccc2oc(-c3cccc(NC(=O)Cc4cccs4)c3)nc2c1
  mouse EphA4 binding = -5%

The listing continues:
| molecule | mouse EphA4 binding |
| --- | --- |
| CC(Sc1nnc(Cc2ccc([N+](=O)[O-])cc2)o1)C(N)=O (configuration not stated) | -16% |
| COc1cccc(/C(O)=C2/C(=O)C(=O)N(c3ccccn3)C2c2ccc(OC)c(OC)c2)c1 (configuration not stated) | 0% |
| Oc1c(/C=C2\C=Nc3ccccc32)sc(=S)n1-c1ccc(Cl)cc1 | 16% |
| CCOc1cc(/C=C2\CCC/C(=C\c3cc(Cl)c(O)c(OCC)c3)C2=O)cc(Cl)c1O | -4% |
| CC(C)CNS(=O)(=O)c1ccc(CCC(=O)NCc2cccnc2)cc1 | -6% |
| Cc1ccc(NCCC(=O)c2ccc(Cl)c(Cl)c2)cc1 | -17% |
| CCN1CCN(C(=O)c2ccc(CSc3ccc(C)cc3)cc2)CC1 | -1% |
| CC(C(=O)O)N1C(=O)/C(=C/c2ccc3c(c2)OCO3)SC1=S (configuration not stated) | 1% |
| CCn1c(O)c(/C=N/N=C2CCCC2)c2ccc(C3=NNC(=O)CC3)cc21 | 0% |
| O=C(COc1ccc([N+](=O)[O-])cc1)Nc1ccc2oc(-c3ccc(Br)cc3)nc2c1 | -2% |
| O=C(NCc1cccs1)C1CCN(S(=O)(=O)c2cccc3cccnc23)CC1 | 3% |
| O=C(Cn1cnc2c(nnn2Cc2ccc(Cl)cc2)c1=O)NC1CCCC1 | -6% |
| COc1nsnc1NS(=O)(=O)c1ccc(NC(=S)NC(=O)c2sc3cc(F)ccc3c2Cl)cc1 | -5% |
| O=C(Nc1ccccc1)c1ccc(NS(=O)(=O)c2ccc(Br)cc2)cc1 | 0% |
| Cc1nn(Cc2cccc(C(=O)N3N=C(C(F)F)CC3(O)C(F)F)c2)c(C)c1[N+](=O)[O-] (configuration not stated) | 1% |
| CCOC(=O)N1CCN(c2c(N3CCOCC3)c(=O)c2=O)CC1 | -15% |
| Cc1nn(-c2ccccc2)c(C)c1NC(=O)COc1ccc2ccccc2c1 | -14% |
| Cc1[nH]c2ccccc2c1C(=O)CSc1nc2cc(S(=O)(=O)N3CCCCC3)ccc2o1 | 4% |
| CSc1nc(-c2ccco2)nn1C(=O)c1ccccc1 | 6% |
| O=C(Nc1ccc2ccccc2c1)c1cn(-c2ccccc2)nc1-c1cccs1 | 0% |
| CCn1c(SCC(=O)Nc2cc(C)ccc2C)nnc1-c1cnccn1 | -17% |
| COc1ccccc1NS(=O)(=O)c1ccc(C)c(C(=O)NCC2CCCO2)c1 (configuration not stated) | 2% |
| O=C1c2cccc3c(Nc4ccccc4Cl)c([N+](=O)[O-])cc(c23)C(=O)N1CCO | 3% |
| O=C(Cc1cccc2ccccc12)NNC(=O)c1cccs1 | 0% |

Copied from above, 2 compounds:
| molecule | mouse EphA4 binding |
| --- | --- |
| O=C1c2cccc3c(Nc4ccccc4Cl)c([N+](=O)[O-])cc(c23)C(=O)N1CCO | 3% |
| O=C(Cc1cccc2ccccc12)NNC(=O)c1cccs1 | 0% |

(next part)
| molecule | mouse EphA4 binding |
| --- | --- |
| Cc1ccc(/C=N/c2sc3c(c2C#N)CCCCC3)o1 | -8% |
| CCOc1ccc2nc(SC3CC(=O)N(c4cccc(OC)c4)C3=O)sc2c1 (configuration not stated) | -6% |
| CC(C)c1nc(NCc2ccccc2)c(C#N)c2c1CCCC2 | -11% |
| CC(=O)Nc1ccc(S(=O)(=O)Nc2ccc(C(=O)Nc3nccs3)cc2)cc1 | -9% |
| CC(NC(=O)CCNS(=O)(=O)c1ccc2c(c1)c(=O)n(C)c(=O)n2C)c1ccccc1 (configuration not stated) | -6% |
| CC(=O)Nc1ccc(SCC(=O)c2cc(C)n(C)c2C)cc1 | -1% |
| O=C(c1ccccc1F)N1CCN(c2ccc([N+](=O)[O-])c3ncccc23)CC1 | -1% |
| O=C(O)CCOc1ccc2c(c1)OCCO2 | 2% |
| COc1cc(NC(=O)C2CCCN(S(=O)(=O)c3cnc[nH]3)C2)cc(OC)c1 (configuration not stated) | -6% |
| COc1ccc(NC(=O)CSc2nc(-c3ccc(C)cc3)cc(C(F)(F)F)c2C#N)cc1 | -10% |
| Cn1c(Sc2nc3ccccc3n2C)nc2ccccc21 | -2% |
| COc1cc2c(cc1NC(=O)Nc1ccccc1)oc1ccccc12 | -1% |
| COc1cccc(C2/C(=C(/O)c3ccccc3)C(=O)C(=O)N2CCCC(=O)O)c1 (configuration not stated) | -5% |
| CC(C)CCNC(=O)C1CCN(S(=O)(=O)c2ccc3c(c2)CCC(=O)N3)CC1 | -11% |
| COc1ccc(C2c3cc(OC)c(OC)cc3CCN2C2CC(=O)N(c3ccccc3)C2=O)cc1OC (configuration not stated) | -11% |
| COc1ccc(/C=C2/SC(=S)N(c3cccc(Cl)c3)C2=O)c2ccccc12 | 36% |
| CCCCCCCC(=O)NN1CCOCC1 | -15% |
| Fc1ccc(NC(=S)NCCc2ccccc2)c(F)c1F | 3% |
| CC(C)NC(=O)Cn1c(SCC(=O)N2c3ccccc3CC2C)nc2ccccc21 (configuration not stated) | -8% |
| Cc1nnc2sc(-c3cccc4ccccc34)nn12 | -1% |
| Cc1cc2ncn(/N=C/c3ccc(-c4ccccc4)o3)c2cc1C | 7% |
| Cc1cc(-c2nnc(-c3ccccc3)c(-c3ccccc3)n2)c(C)o1 | 26% |
| OCCn1nc2c3ccccc3nc-2n(-c2ccccc2)c1=S | 12% |
| COc1ccc(-n2c(SCC(=O)NNC(=O)c3ccccc3C)nnc2-c2ccncc2)cc1 | -1% |
| O=C(Nn1cnnc1)C(c1ccccc1)c1ccccc1 | 14% |
| CCN1CCCC1CNC1=NCCCCC1 (configuration not stated) | -5% |
| Nc1nnc(SCC(=O)N2CCc3ccccc3C2)s1 | -3% |
| CCC1C2CN(C(C)=O)CC=C2C(C#N)=C(N)C1(C#N)C#N (configuration not stated) | -6% |
| O=C(Nn1cnc2ccccc2c1=O)c1ccccc1Cl | -12% |
| Cc1ccc(C)c(NC(=O)CSc2nnc(-c3ccccc3C)o2)c1 | -21% |
| CCOC(=O)c1ccc(NC(=O)C2CC(=O)N(c3ccc(F)cc3)C2)cc1 (configuration not stated) | 9% |
| COc1ccc(C2CC(c3ccc(F)cc3)Nc3nc(N)nn32)cc1OC (configuration not stated) | 5% |
| Cc1nn2c3c(cnc2c1-c1ccccc1)C(=O)CC(c1ccco1)C3 (configuration not stated) | 1% |
| Cc1csc(NC(=O)CNS(=O)(=O)c2cccs2)n1 | -10% |
| Cc1cc(OCC(=O)Nc2c(C)cccc2C)ccc1Cl | -9% |
| O=C(NCc1cccnc1)c1cc(-c2ccco2)on1 | -9% |

Some of these compounds in order of molecular weight, descending:
| molecule | mouse EphA4 binding |
| --- | --- |
| Cc1ccc(C)c(NC(=O)CSc2nnc(-c3ccccc3C)o2)c1 | -21% |
| O=C(Nn1cnc2ccccc2c1=O)c1ccccc1Cl | -12% |
| O=C(Nn1cnnc1)C(c1ccccc1)c1ccccc1 | 14% |

Next part:
| molecule | mouse EphA4 binding |
| --- | --- |
| Cc1cc(NC(=O)c2cc3nc4c(c(C(F)(F)F)n3n2)CCc2ccccc2-4)no1 | -8% |
| O=C(NCc1ccco1)C(NS(=O)(=O)c1cccc2nsnc12)c1ccccc1 (configuration not stated) | -5% |
| C/C(=N\NC(=O)C(=O)Nc1cccc(C(F)(F)F)c1)c1ccc(Cl)s1 | -7% |
| CSCC[C@H](NC(=O)OC(C)(C)C)c1nnc(SCC(N)=O)o1 | -9% |
| CCN(CC)c1ccc(C2Nc3cccc4cccc(c34)N2)c(O)c1 | -12% |
| COCCNC(=O)Cc1ccc(Br)cc1 | 9%&-11% |
| CCOC(=O)/C=C1\SCC(=O)N1CCOc1cccc(Br)c1 | 7% |
| COc1ccc(C2C(C(=O)OC(C)C)=C(C)N=c3s/c(=C\c4ccc(C)o4)c(=O)n32)cc1 (configuration not stated) | 20% |
| COC(=O)CSc1nc2ccccc2n1CC(=O)N(C(C)C)C(C)C | -2% |
| CCC(Sc1nc2ccccc2c2nc3ccccc3n12)C(=O)NCc1ccco1 (configuration not stated) | 5% |
| O=C(NC(=O)c1ccncc1)NC(c1ccccc1)c1ccccc1 | -9% |
| CCOc1cc(CNCCc2ccc(S(N)(=O)=O)cc2)ccc1OCc1ccc(Cl)cc1 | -11% |
| O=C1CN(S(=O)(=O)c2ccc(Cl)cc2)CC(=O)N1CCc1ccccc1 | -4% |
| N#CCCN(C1CCCCC1)S(=O)(=O)CCOc1ccccc1 | 1% |
| CC(C)c1nc2cc3ccccc3cc2[nH]1 | -4% |
| Cc1ccc(COc2ccc3c(c2)oc(=O)c2ccccc23)cc1 | -7% |
| COc1cc(CCNC(=O)c2cnn3ccccc23)cc(OC)c1OC | -17% |
| CC(C)(C)n1nnnc1C(c1ccccc1F)N(Cc1ccco1)CC1CCCO1 (configuration not stated) | -22% |
| O=C(c1ccccc1)c1coc2ccc(O)c(Cl)c12 | 16% |
| CN(C)c1ccc(C=Nc2ccccc2)cc1 | -4% |
| N#CC12CCCCC1CC1CCCCC1(C#N)N2Cc1ccccn1 (configuration not stated) | 7% |
| Cc1ccc(S(=O)(=O)N/N=C/c2ccc(OC3CSC3)cc2)cc1 | -25% |
| Cn1c(C(=O)NCc2ccccn2)cc2c(=O)n(C)c3ccccc3c21 | -5% |
| COc1ccc(S(=O)(=O)N2CCN(Cc3ccc4c(c3)OCO4)CC2)c2ccccc12 | 1% |
| Cc1ccc(S(=O)(=O)n2cnc3cc([N+](=O)[O-])ccc32)c(C)c1C | 0% |
| COCCNC(=O)CSc1nc2ccccc2c(=O)n1CCCC(=O)NCc1ccccc1 | -10% |
| COCCNc1nc(SCC(=O)N2CCN(c3ccccc3OC)CC2)nc2ccccc12 | -2% |
| CN(C)CC(C)(C)NS(=O)(=O)c1ccc(Cl)cc1 | -14% |
| O=C(COc1ccc(Cl)cc1)Nc1ccc(Cl)cn1 | -4% |
| C=CCNc1nc(-c2ccc(Cl)cc2)cs1 | -18% |
| CC(NC(=O)CN(C)Cc1nc2ccccc2c(=O)[nH]1)c1ccccc1 (configuration not stated) | 28% |
| Cc1ccc(/C(N)=N/OC(=O)Oc2ccccc2)cc1 | 4% |
| O=C(C(Cc1ccccc1)n1cccc1)N1CCCCC1 (configuration not stated) | 0% |
| Cc1ccc(C)c2nc(N3CCCC3)c(C#N)cc12 | 42% |

Bioassay records (PubChem)
